Source: PubChem BioAssay (several laboratories)
M1AAP inhibition – P. falciparum M1AAP inhibitors, biochemical, fluorogenic H-Leu-NHMec substrate, 1536-well (AID 1445); recombinant M1AAP, H-Leu-NHMec fluorogenic kinetic assay; higher % means a stronger effect; one-dose inhibition, % at 30 µM; IC50 in µM for titrated hits; actives 0.42% (n = 220,000);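 active = primary inhibition above the hit cutoff, then over 50% inhibition at one or more dose response concentrations, cut at about 23% in these data, passing the limit was not always enough; inconclusive = conflicting primary data, or primary hits not chosen for dose response; inactive = low primary inhibition, or under 50% at every dose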;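 also: plate controls were DMSO full reaction for no effect and no enzyme background for full effect; strong numbers were not always called active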
human PMI inhibitors – human PMI inhibitors, high substrate, primary screen, biochemical, fluorescence intensity, high mannose 6-phosphate (AID 1220); recombinant PMI enzyme, coupled fluorescence intensity; higher % means a stronger effect; one-dose inhibition, % at 20 µM; IC50 in µM for titrated hits; actives 0.66% (n = 190,000); in the data active = inhibition above about 50%
PhoP inhibition – PhoP-dependent GFP reporter repression – Salmonella Typhimurium, primary screen (AID 1863); S. Typhimurium PhoP-regulated promoter GFP reporter, 4 h; higher % means a stronger effect; inhibition, % at 50 µM, or IC50 in µM where a hit was titrated; actives 0.16% (n = 300,000);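 active = inhibition over 29.93%, a cutoff 3 SD above the screen mean, later confirmed by dose response; inconclusive = inhibition over 29.93% but no dose response follow-up; inactive = inhibition at most 29.93% or unconfirmed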;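 also: 0% = low Mg2+ inducing control and 100% = high Mg2+ repressing control; strong numbers were not always called active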
P. falciparum M17LAP – P. falciparum M17LAP inhibitors, primary screen, biochemical, fluorogenic H-Leu-NHMec substrate, 1536-well (AID 1619) | recombinant M17LAP, H-Leu-NHMec fluorogenic kinetic assay; higher % means a stronger effect | one-dose inhibition, % at 30 µM; IC50 in µM for titrated hits | actives 0.38% (n = 220,000);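 active = compound inhibiting the enzyme by more than half at any dose during confirmatory dose-response retesting; inconclusive = strong single-dose inhibitors picked by rank but not retested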;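 also: plate controls were full reaction with DMSO carrier for no effect and no enzyme background for full effect; strong numbers were not always called active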
SIAH1 antagonists – Siah-1 peptide-binding antagonists, primary screen, biochemical, fluorescence polarization, rhodamine-plectin, uHTS (AID 1817) | Siah-1 / rhodamine-plectin peptide fluorescence polarization; higher % means a stronger effect | displacement, % at 20 µM; hits with a dose series show IC50 in µM | actives 0.02% (n = 290,000);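 active = displacement of at least 50% at 20 µM, with a fluorescence ratio check between 0.3 and a set limit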;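 also: plate controls were Siah plus tracer with DMSO for no effect and tracer alone without Siah for full effect; strong numbers were not always called active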
XIAP displacement – small molecules displacing peptide from XIAP – biochemical, IAP family, fluorescence polarization (AID 1018); XIAP BIR domain, fluorescence polarization peptide displacement; higher % means a stronger effect; one-dose displacement, % at 20 µM; IC50 in µM for titrated hits; actives 0.007% (n = 200,000); in the data active = displacement above about 50%; also: a part of the inactive calls stands beside numbers as strong as those of hits
ER stress rescue – protection against thapsigargin-triggered cell killing – 384-well, CSM14.1, ATP luminescence, primary screen (AID 1222). 190,000 tested, under 10 active. CSM14.1 thapsigargin-induced death rescue, ATP luminescence; higher % means a stronger effect. cellular ATP content (survival), % at 20 µM; hits with a dose series show EC50 in µM;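 active = EC50 below 50 µM in the dose-response confirmation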;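 also: death triggered by thapsigargin at about 15 µM added after 2 h compound pretreatment; cell ATP read after overnight thapsigargin exposure of roughly 18 to 22 hours; normalized against plate controls of thapsigargin alone and 5% DMSO vehicle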
Yfh1-off respiration – mitochondrial function rescue without frataxin homolog – Friedreich's ataxia, plus single-dose screen, dose response (AID 1465); S. cerevisiae Yfh1-off respiration, WST-1 reduction, 72 h; higher fold induction means a stronger effect; fold induction at 50 µM; hits with a dose series show EC50 in µM; actives 0.074% (n = 220,000);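 active = fold induction of absorbance versus untreated yeast above a set limit, then at least 30% activation at any dose in follow-up; inconclusive = repeats straddling the limit, or above it without dose testing; inactive = fold induction below the set limit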;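 also: activators that raise dye reduction in frataxin-depleted yeast; strong numbers were not always called active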
West Nile virus CPE – West Nile virus antiviral activity, cell-based, CPE readout (AID 1621); actives 0.02% (n = 290,000); West Nile virus-infected cells, CPE inhibition; higher % means a stronger effect; CPE inhibition, % at 10 µM; hits with a dose series show IC50 in µM; in the data active = a potency from the dose series; inconclusive = CPE inhibition mostly from about 3.7% at the one dose, without a potency; inactive = the rest, 99 in 100 with CPE inhibition below about 2.2%; also: strong numbers were not always called active
Active calls of the source: *; i = inactive; ? = inconclusive; / = no result given.

SMILES	M1AAP inhibition	human PMI inhibitors	PhoP inhibition	P. falciparum M17LAP	SIAH1 antagonists	XIAP displacement	ER stress rescue	Yfh1-off respiration	West Nile virus CPE
Cc1cccc(N(CC(=O)Nc2ccccc2F)S(C)(=O)=O)c1	-2%	2%	-11%	5%	-2%	-4.4%	-0.5%	i	-0.5%
CC(=O)C(C)Oc1ccc2c3c(c(=O)oc2c1)CCCCC3 (stereo unspecified)	13%	2%	1%	-10%	-3%	-2.7%	/	i	-0.5%
Cc1nc2ccccc2c(=O)n1NC(=O)Nc1ccccc1	-5%	8%	-7%	2%	-3%	-1.1%	/	i	-0.1%
CC(/C=N/n1c(-c2cccnc2)n[nH]c1=S)=C\c1ccco1	17%	/	-8%	5%	-3%	/	/	i	0.3%
Cc1cc(N/N=C/c2ccc(Cl)cc2)nc(NCc2ccccc2)n1	7%	9%	23%	4%	-1%	-16%	-2.0%	i	?
CCc1nnc(NC(=O)CSc2nnc(C)n2CC2CCCO2)s1 (stereo unspecified)	3%	3%	5%	-5%	5%	-4.3%	-0.1%	i	0.2%
Cc1ccc(CCNC(=O)C2CCCN(S(=O)(=O)c3cccs3)C2)cc1 (stereo unspecified)	2%	2%	8%	6%	4%	-23%	-0.7%	i	-1.2%
O=C(O)c1ccccc1C(=O)Nc1ccc(-c2csc(-c3ccccc3)n2)cc1	1%	-5%	3%	14%	-7%	-6.4%	-3.3%	i	-0.1%
O=C(COC(=O)c1ccc2c(c1)C(=O)N(Cc1ccncc1)C2=O)Nc1cccc2ccccc12	-1%	12%	0%	1%	2%	-1.5%	0.8%	i	0.3%
Cc1cc(C)c(C2=CSC3=NS(=O)(=O)CCN23)c(C)c1	5%	-7%	5%	-3%	4%	-0.8%	-1.2%	i	-1.1%
Cc1nc(-c2ccc(Cl)cc2)sc1C1(C)CC(c2c(Cl)cccc2Cl)=NO1 (stereo unspecified)	-1%	/	-1%	-12%	0%	/	/	i	-0.6%
CC(=O)NC(Cc1ccccc1C)C(=O)NC1CCN(C(=O)c2ccc(C)cc2)CC1 (stereo unspecified)	0%	/	6%	4%	-1%	-5.0%	-1.3%	i	0.6%
O=C(O)COc1ccccc1/C=N/NC(=O)CN1CCN(Cc2ccc(Cl)cc2)CC1	0%	/	-7%	1%	6%	/	/	i	0.3%
CCC(C)C(NC(=O)C1CCC(C)CC1)C(=O)NCc1ccccn1 (stereo unspecified)	6%	1%	4%	3%	-4%	-16%	-0.9%	i	-0.6%
O=C(CSc1nc2ccccc2o1)Nc1nccs1	-3%	-12%	13%	-3%	9%	-0.7%	/	i	0.3%
COC(=O)c1ccc(CSc2nnc(NCc3ccccc3)s2)o1	2%	-2%	8%	17%	-1%	-2.6%	0.9%	i	-0.3%
CC(C)c1ccccc1NC(=S)NCc1nc2ccccc2[nH]1	-8%	-1%	-6%	1%	-2%	-6.4%	-1.1%	i	-1.5%
COc1cc2c(cc1NC(=O)CSc1nnnn1-c1ccccc1)oc1ccccc12	0%	-6%	-5%	0%	3%	0.1%	1.3%	i	0.5%
CCOC(=O)N1CCN(C(=O)CCS(=O)(=O)c2ccc(Br)s2)CC1	-4%	18%	-5%	6%	3%	1.4%	-0.6%	i	-0.7%
O=C(COC(=O)c1ccccc1NC(=O)C1CC1)c1ccc2c(c1)OCCO2	3%	18%	-5%	12%	1%	-10%	-3.1%	i	0.2%
COc1ccccc1NC(=O)NCC(c1ccco1)N1CCCCC1 (stereo unspecified)	1%	0%	14%	12%	-3%	-4.2%	-0.7%	i	-0.8%
COc1cc2c(cc1OC)C(c1ccc3c(c1)OCO3)CC(=O)N2 (stereo unspecified)	-6%	-4%	23%	-2%	-3%	-5.4%	-0.8%	i	0.5%
CC(=O)N(c1ccc(C)cc1)C1C=CS(=O)(=O)C1 (stereo unspecified)	0%	-2%	7%	0%	-4%	-3.1%	1.2%	i	0.2%
Cc1nn(C)cc1C(=O)Nc1c(C)nn(Cc2ccccc2Cl)c1C	6%	0%	2%	5%	-6%	-4.2%	-0.2%	i	-0.9%
Cc1c(Cl)cccc1NC(=O)CCN1CCCCCC1	9%	3%	1%	5%	0%	-2.8%	-2.8%	i	0.9%
Going on with the list.
SMILES	M1AAP inhibition	human PMI inhibitors	PhoP inhibition	P. falciparum M17LAP	SIAH1 antagonists	XIAP displacement	ER stress rescue	Yfh1-off respiration	West Nile virus CPE
N#CCSc1nc2ccccc2c(=O)n1CC1CCCC1	2%	15%	0%	3%	2%	-2.5%	-0.5%	i	-0.8%
CCOC(=O)c1cccc(NC(=O)c2ccco2)c1	14%	4%	1%	2%	-4%	-6.8%	-3.0%	i	-0.1%
C/C(=N\Nc1ccc(Cl)c(C(=O)O)c1)c1cccs1	3%	/	-12%	28%	-2%	/	/	i	0.2%
CC(C)c1ccc(-c2nc(N3CCCCCC3)nc3n[nH]c(N)c23)cc1	-7%	-3%	7%	35%	2%	-5.1%	-0.3%	i	0.6%
O=C1CC(Cc2ccc(Cl)cc2)C(=O)N1c1ccccn1 (stereo unspecified)	2%	11%	-7%	18%	2%	-4.7%	-0.8%	/	/
CCCCCCCC(=O)N/N=C/c1ccncc1	6%	/	0%	1%	-2%	/	/	i	0.4%
CCOC(=O)c1ccc(NC(=O)CN2C(=O)CCC2=O)cc1	-7%	9%	7%	-8%	2%	-7.2%	-1.9%	i	0.1%
CNS(=O)(=O)c1cccc(C(=O)OCC(=O)Nc2ccc(-c3nc4ccc(C)cc4s3)cc2)c1	-1%	0%	0%	-8%	-1%	-3.8%	0.2%	i	-0.6%
Nc1nc(CCl)nc(Nc2ccccc2)n1	2%	-8%	5%	4%	10%	-3.5%	-3.1%	i	-0.1%
COC(=O)Cn1ncc2c3ccccc3n(Cc3ccccc3)c2c1=O	1%	3%	4%	-8%	8%	-21%	-1.3%	i	-0.7%
O=C(CCCCCn1c(=O)[nH]c2ccccc2c1=O)NCCCN1CCN(c2ccccc2F)CC1	-6%	2%	3%	0%	-7%	-8.0%	-0.5%	/	/
O=C(c1ccc(Br)o1)N1CCCc2ccccc21	5%	-5%	1%	7%	6%	-1.7%	4.0%	/	-0.4%
O=C(c1cc(-c2ccc(Cl)cc2)n(-c2cc(Cl)ccc2Cl)n1)N1CCOCC1	2%	11%	4%	-4%	2%	-2.7%	2.0%	i	0.7%
CC(C)CNC(=O)C(=O)NCc1ccccc1	-2%	-4%	4%	-2%	1%	-11%	-1.5%	i	-0.3%
CCCC(=O)C1=C(O)C(C(=O)OC)C(C)(C)CC1=Nc1ccncc1 (stereo unspecified)	1%	5%	-7%	19%	0%	-13%	2.5%	i	0.0%
O=C(NCCCN1CCOCC1)c1cc2c(s1)CSC2	2%	14%	5%	-2%	-1%	-6.1%	-1.8%	i	0.1%
CCOc1ccc(C(=O)n2cnnc2N)cc1	-6%	/	3%	2%	1%	/	/	i	0.1%
COc1cc(/C=N/Nc2nc(=O)[nH]nc2C)ccc1O	11%	/	-10%	10%	14%	/	/	i	0.0%
O=C(NC1CC1)C1=C[C@@H](c2csc3ccccc23)C[C@@H](OCc2ccc(CO)cc2)O1	-1%	9%	0%	-2%	2%	-4.4%	7.7%	i	-0.3%
CCCc1nc2ccccc2c(C(=O)OCC(=O)NCc2ccco2)c1CC	7%	0%	-12%	6%	4%	-4.8%	0.3%	i	1.7%
COc1ccc(/C=C2/CCCC(C(=O)C(F)(F)F)=C2O)cc1OC	2%	/	-8%	5%	-3%	/	/	i	-0.2%
Cc1ccn2c(/C=N/OCc3ccc(F)cc3)c(-c3ccc(Cl)cc3)nc2c1	7%	-2%	-3%	3%	3%	-18%	-0.9%	i	-0.3%
Cc1cc(C)c(C)c(S(=O)(=O)N2C(=S)NC(=O)C2CC(C)C)c1C (stereo unspecified)	4%	7%	2%	-3%	-1%	-5.4%	-1.6%	i	0.3%
O=C(CSc1ncccn1)N1CCN(C(c2ccccc2)c2ccccc2)CC1	15%	15%	-10%	-10%	-4%	-13%	-1.4%	i	0.1%
COc1cccc(-c2ccc(SCC(=O)c3ccccc3)nn2)c1	0%	9%	-5%	-2%	3%	0.3%	2.2%	i	-0.5%
Remaining list, next part:
SMILES	M1AAP inhibition	human PMI inhibitors	PhoP inhibition	P. falciparum M17LAP	SIAH1 antagonists	XIAP displacement	ER stress rescue	Yfh1-off respiration	West Nile virus CPE
COc1ccc(S(=O)(=O)N2CC(O)CC2C(=O)OCC(=O)Nc2ccc(Cl)cn2)cc1 (stereo unspecified)	0%	2%	3%	0%	2%	-3.8%	-1.0%	i	0.8%
Cc1cc(=O)c2cccc(Br)c2[nH]1	1%	4%	5%	20%	4%	-1.9%	1.1%	i	0.1%
c1ccc(Oc2cccc(NC3=NCCC3)c2)cc1	29%*	1%	-5%	-6%	1%	-4.4%	-2.4%	i	-0.1%
COc1ccc(C(=O)C2CCCN(Cc3cn[nH]c3-c3ccccc3)C2)cc1OC (stereo unspecified)	/	0%	/	/	-1%	-5.4%	-2.6%	i	-1.4%
O=C(COc1ccc([N+](=O)[O-])cc1)Nc1cccnc1	6%	9%	7%	1%	0%	-5.3%	-0.6%	i	-0.3%
Cc1nc2sc(C(c3ccccc3)N3CCN(C)CC3)c(O)n2n1 (stereo unspecified)	-1%	/	-1%	2%	2%	/	/	i	-0.2%
Cn1c(-c2ccc(-c3ccccc3)cc2)c[nH]c1=S	15%	-8%	18%	-5%	-4%	-23%	-0.9%	i	-0.1%
COC(C[C@H](O)[C@H](C)[C@@H](O)COCc1ccccc1)OC	3%	/	2%	-6%	2%	/	/	i	1.8%
O=C(c1cccs1)c1coc2ccc(O)c(CN(CCO)CCO)c12	5%	2%	3%	-6%	2%	-7.5%	-1.6%	i	0.7%
COc1cc(NC(=S)N2CCN(C(=O)C3CCCO3)CC2)c(OC)cc1Cl (stereo unspecified)	1%	-3%	-6%	-4%	0%	0.7%	3.9%	i	-0.7%
Cc1cc(NC(=O)NC(C(F)(F)F)C(F)(F)F)no1	-1%	15%	0%	-8%	0%	-4.5%	-0.5%	i	-0.2%
CC(C)CC(OC(=O)c1ccco1)C(=O)NCC1CCCO1 (stereo unspecified)	-2%	-5%	-3%	0%	-2%	-0.4%	-0.7%	i	0.0%
CCS(=O)(=O)N1CCCC(C(=O)NC2CCC(C)CC2)C1 (stereo unspecified)	6%	4%	16%	-7%	6%	-4.3%	1.9%	i	0.2%
